Assay outcomes: PubChem BioAssay, several laboratories
PMI activator – activators of human PMI, primary screen, biochemical, fluorescence intensity, near-Km mannose 6-phosphate. purified human PMI, coupled resazurin fluorescence, 20 min; active compounds read high; 1 = vehicle control, 0 substrate-free wells. activation factor at 20 µM. Mannose-6-phosphate isomerase (Homo sapiens), P34949. 0.005% of 190,000 active. AID 1214, 2008;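 active = activation factor of 2 or more at 20 µM, relative to plate controls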
TR-FRET SRC-2 ct – TR-FRET signal artefacts, primary screen, artefact control for PPARgamma SRC-2 agonist project, biochemical. TR-FRET artefact counter-screen; active compounds read high. TR-FRET ratio at 8 µM. 0.4% of 200,000 active; in the data active = TR-FRET ratio above about 2000; also: inactives centre near 1500
PPARg SRC1 recr – PPARgamma agonists recruiting SRC-1 coactivator, primary screen, biochemical; Peroxisome proliferator-activated receptor gamma (Homo sapiens), P37231; PPARgamma-SRC-1 coactivator recruitment biochemical assay; AID 631, 2007; 0.41% of 200,000 active; activation, % at 8 µM; in the data active = activation above about 19%;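 also: 0% = DMSO and 100% = reference agonist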
Target sequence (P37231 whole entry, looked up): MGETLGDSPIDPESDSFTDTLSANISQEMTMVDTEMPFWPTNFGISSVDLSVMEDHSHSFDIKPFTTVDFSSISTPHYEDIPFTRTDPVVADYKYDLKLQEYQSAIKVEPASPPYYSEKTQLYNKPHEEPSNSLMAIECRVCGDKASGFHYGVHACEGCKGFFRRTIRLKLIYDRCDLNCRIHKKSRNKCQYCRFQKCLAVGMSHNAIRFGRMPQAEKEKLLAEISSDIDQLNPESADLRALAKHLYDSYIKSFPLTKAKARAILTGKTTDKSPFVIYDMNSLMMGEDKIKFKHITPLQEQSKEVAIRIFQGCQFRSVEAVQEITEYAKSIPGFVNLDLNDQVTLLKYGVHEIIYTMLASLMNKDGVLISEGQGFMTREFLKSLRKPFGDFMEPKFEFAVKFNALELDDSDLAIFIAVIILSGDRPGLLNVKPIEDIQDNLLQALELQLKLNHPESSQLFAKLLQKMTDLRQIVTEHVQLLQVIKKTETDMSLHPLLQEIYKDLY
G6PDH CS – L. mesenteroides G6PDH inhibitors, counter-screen for G6PDH-coupled screening assays, biochemical, Leuconostoc mesenteroides enzyme; AID 1020, 2008; Purified L. mesenteroides G6PDH, diaphorase/resazurin coupled fluorescence, 45 min; 0.12% of 200,000 active; glucose-6-phosphate dehydrogenase [Leuconostoc mesenteroides]; inhibition, % at 5 µM; in the data active = inhibition above about 50%
PPARg SRC-2 ag – agonists of PPARg-SRC-2 recruitment, primary screen, biochemical, HTS; Peroxisome proliferator-activated receptor gamma (Homo sapiens), P37231; PPARgamma LBD-SRC-2 recruitment; activation, % at 8 µM; 0.34% of 200,000 active; AID 1032, 2008; in the data active = activation above about 22%;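 also: 0% = vehicle and 100% = reference agonist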
Diaph act CS – compounds boosting diaphorase resazurin reduction – biochemical, uHTS, resorufin fluorescence, counter-screen for diaphorase-coupled primary assays, primary screen; Diaphorase/resazurin coupled assay, 16 min; active compounds read high; 1 = vehicle wells, 0 = NADH-free wells; activation factor at 20 µM; 0.005% of 190,000 active; AID 1229, 2008;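 active = diaphorase activity raised at least twofold by the compound at 20 µM; inactive = activation factor below 2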
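Test system: Clostridium kluyveri diaphorase, purified enzyme. Buffer or medium: 50 mM HEPES pH 7.4 buffer plus MgCl2 and Tween 20. Also added: 0.114 mM NADH and 0.1 mM resazurin, final amounts. Dosing: compound 20 µM once, DMSO 1%. Schedule: 16 min enzyme reaction, ambient temperature. Detection: fluorescence of resorufin, 544 nm excitation, 590 nm emission.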
S1P3 antagonist – S1P3 receptor antagonists, primary screen, cell-based. inhibition, % at 4.98 µM. Sphingosine 1-phosphate receptor 3 (Homo sapiens), Q99500. CHO S1P3 NFAT-BLA reporter, FRET fluorescence, antagonist mode. 0.27% of 170,000 active;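 active = inhibition above the plate cutoff, the mean inhibition of test wells on that plate plus 3 SD, cut at about 28% in these data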;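 also: cells challenged with S1P at its EC80 of 0.8 µM; blue over green emission ratio from cleaved BLA substrate after 4 h stimulation; 0% = S1P-stimulated wells and 100% = unstimulated DMSO-only wells; some compounds past the cut are filed as inactive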
PMI act satM6P – human PMI activators, high substrate, primary screen, biochemical, fluorescence intensity, near-saturating mannose 6-phosphate | coupled PMI enzyme assay, resazurin fluorescence, 20 min; active compounds read high; 1 = untreated enzyme, 0 = substrate-free blank | activation factor at 20 µM | 0.34% of 190,000 active | AID 1216, 2008;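 active = activation factor of 2 or more at 20 µM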
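Test system: human PMI in coupled enzyme assay; Input: PMI at 15 ng/mL final; Medium: HEPES buffer, pH 7.4; Schedule: 20 min incubation at room temperature; Technique: resorufin fluorescence at Ex 544/Em 590 nm; Compound: 20 µM single dose; Probe or stimulus: Near-saturating mannose-6-phosphate, 1.0 mM.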
ROMK mod – ROMK potassium channel modulators, primary screen, cell-based, thallium flux, MLSMR library. Tet-inducible ROMK, thallium flux fluorescence; actives lie on both sides. B-score at 10 µM. 2% of 130,000 active;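 active = signal ratio slope over the read window, or its plate-corrected B-score, at least 3 SD from the plate mean, either direction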;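 also: B-score of the F/F0 ratio slope over 7 to 12 s after thallium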
Target sequence (P48048 whole entry, looked up): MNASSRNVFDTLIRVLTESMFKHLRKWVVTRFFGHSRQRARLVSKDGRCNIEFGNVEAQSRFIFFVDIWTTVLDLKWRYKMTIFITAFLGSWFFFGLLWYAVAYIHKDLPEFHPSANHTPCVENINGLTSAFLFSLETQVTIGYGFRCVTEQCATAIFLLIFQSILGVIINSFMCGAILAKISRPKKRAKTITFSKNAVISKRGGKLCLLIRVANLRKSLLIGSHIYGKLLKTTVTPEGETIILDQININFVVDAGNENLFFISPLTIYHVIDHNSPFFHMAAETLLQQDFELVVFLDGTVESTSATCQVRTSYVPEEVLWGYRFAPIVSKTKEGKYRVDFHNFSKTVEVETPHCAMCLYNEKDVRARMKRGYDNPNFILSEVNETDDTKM
PPARg SRC3 recr – PPARgamma agonists recruiting SRC-3 coactivator, primary screen, biochemical | AID 731, 2007 | activation, % at 8 µM | 0.26% of 200,000 active | Peroxisome proliferator-activated receptor gamma (Homo sapiens), P37231 | biochemical PPARgamma/SRC-3 coactivator recruitment assay; in the data active = activation above about 23%;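 also: 0% = DMSO and 100% = reference agonist; some compounds past the cut are filed as inactive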
Diaphorase inh – diaphorase inhibitors and chemical oxidizers, primary screen, counter-screen for diaphorase-coupled primary assays, biochemical, uHTS, resorufin fluorescence | diaphorase resazurin-to-resorufin fluorescence, NADH, 16 min; bacterial (C. kluyveri) enzyme, not human | inhibition, % at 20 µM | 0.69% of 190,000 active;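 active = primary screen inhibition at 20 µM above a set limit, cut at about 50% in these data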;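 also: plate controls were DMSO with full reaction for no effect and wells lacking NADH for full effect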
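System: Diaphorase enzyme from Clostridium kluyveri | Amount: Enzyme working solution with 0.14 U/mL diaphorase | Benchmarks: No-NADH positive control and DMSO neutral control | Signal: Fluorescence of resorufin formed from resazurin, Ex 544/Em 590 nm | Schedule: 16-min room-temperature incubation before reading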
Active calls of the source: *; · = no result given.

SMILES	PMI activator	TR-FRET SRC-2 ct	PPARg SRC1 recr	G6PDH CS	PPARg SRC-2 ag	Diaph act CS	S1P3 antagonist	PMI act satM6P	ROMK mod	PPARg SRC3 recr	Diaphorase inh
CCOC(=O)N1CCN(C(=O)CSc2nc(-c3cccc(C)c3)ns2)CC1	1	1620	10	6	4	0.8	9	1.1	-0.28	12	16
COc1ccc(CN(C(=O)c2cc3ccccc3oc2=O)C2CCCCC2)cc1OC	0.9	1459	4	8	7	0.9	·	1	·	1	5
CCc1c(C)c2ccc(O)c(CN(C)C)c2oc1=O	0.8	1500	2	-2	4	0.8	-8	0.8	-0.86	0	16
CN(C)S(=O)(=O)c1ccc(C(=O)Nc2ccccc2F)cc1	1	1422	0	5	9	1	·	1	0.67	-2	2
Clc1ncc(CSc2ccccc2)s1	1	1489	2	2	-2	1	9	1	-1.6	1	4
O=C(CNC(=O)c1cccs1)N/N=C/c1ccc(O)cc1O	1.2	1403	4	-10	7	0.9	3	1.3	0.87	5	13
O=C(NCC(=O)N(Cc1cccs1)C(C(=O)NC1CCCC1)c1ccco1)c1cccs1 (stereo not given)	1.2	1697	4	8	9	0.9	-14	1	·	11	11
CCN(CC)S(=O)(=O)c1ccc(C(=O)NCc2nnc(SCC(=O)OC)n2C)cc1	1	1603	2	2	1	0.9	-4	1	0.8	2	8
S=C(Nc1ccc(Br)cc1Cl)N1CCC2(CC1)OCCO2	0.9	1614	-4	18	3	0.8	-5	0.9	-0.26	1	17
COCCNC(=O)CN(C(=O)CCC(=O)Nc1cc(C)on1)c1ccccc1C	1.1	1629	10	-2	13	0.9	-17	0.6	0.43	1	15
COc1ccc(OC)c(NC(=O)C(Sc2ccccc2)c2ccccc2)c1 (stereo not given)	0.9	1481	1	8	6	0.9	·	0.9	·	2	9
O=C(CSc1nc2scc(-c3ccccc3)c2c(=O)[nH]1)N1CCCCC1	1	1600	5	6	3	1	-33	1	-0.00096	1	1
c1ccc2c(c1)NC(CN1CCOCC1)CO2 (stereo not given)	1	1422	4	-6	-6	0.8	·	1	0.54	-11	16
CCCOc1ccc(NC(=O)C2CC(=O)N/C(=N/N=C(C)/C=C/c3ccc(N(C)C)cc3)S2)cc1 (stereo not given)	0.9	1799	7	-9	4	0.8	4	0.9	-0.23	5	23
CN1CCN(S(=O)(=O)c2ccc3c4c(cccc24)C(=O)N3)CC1	0.9	1562	3	4	4	0.9	-18	0.7	·	-6	12
CCN(CC)C(=S)NC(=O)c1cc(OC)c(OC)c(OC)c1	1	1273	-2	-1	-6	1.1	-3	1	0.18	5	-12
C=CCC(C(=O)OC)(C(=O)OC)c1ccc(C(F)(F)F)cc1[N+](=O)[O-]	1.1	1735	0	11	9	0.9	1	1.1	0.01	-3	7
Cc1c2cnn(-c3ccccc3)c(=O)c2c(C)n1CCCC(=O)N1CCN(C)CC1	1.1	1528	1	14	4	1	-22	1	·	-8	-2
COc1cc(Cl)cc(NC(=O)CCN2CCN(C)CC2)c1	1.1	1444	1	4	-11	1	-12	1.1	-0.46	-2	0
CCC(CC)=NNc1ccc([N+](=O)[O-])cc1[N+](=O)[O-]	1.1	1570	-5	2	-4	1	-15	1.1	1	-1	2
CC(C)(C)NC(=O)NC(=O)COC(=O)c1cc(=O)[nH]c2ccccc12	1.1	1597	8	0	11	0.9	·	1.1	0.47	7	6
Cc1cc(C)n2nc(SCCOc3ccccc3)nc2n1	0.9	1402	0	8	-3	1	-13	1.1	-0.17	-3	-3
CCn1nc(C)c(CN2CCCC(CO)(Cc3cccc(Cl)c3)C2)c1C (stereo not given)	1	1566	3	-3	1	0.9	-4	1	·	0	6
COCCNC(=O)CCCn1c(=O)c2ccccc2n(Cc2cccc([N+](=O)[O-])c2)c1=O	1	1487	-2	6	-6	1	5	1.1	-1.1	2	-3
Nc1cnccc1C(=O)O	0.7	1624	2	42	4	0.5	-11	0.4	-0.69	8	46
CCCN(Cc1cc2cccc(C)c2[nH]c1=O)S(C)(=O)=O	0.9	1637	1	-4	5	0.8	·	1	-0.18	2	15
COc1ccc(-n2c(=O)c3ccccc3n(CC(=O)c3ccccc3)c2=O)cc1OC	0.9	1491	0	2	-5	0.8	-5	0.9	0.56	4	22
Cc1ccc2c(CC(=O)N3CCOCC3)coc2c1	0.9	1516	3	14	-5	0.9	-14	0.9	-0.22	-8	5
COc1cc(OC)cc(C(C)=O)c1	0.9	1684	7	7	7	0.9	-1	1	0.82	0	15
CC1=C(C(N)=O)C(c2ccc3c(c2)OCO3)n2nc(-c3cccc(C)c3)nc2N1 (stereo not given)	·	1585	14	·	11	·	-17	·	0.071	-4	·
CCOC(=O)CSc1nnc([C@H](Cc2ccccc2)NC(=O)OC(C)(C)C)o1	1.1	1696	5	1	9	1	-30	1.2	-1.4	8	-3
Cc1csc(NC(=O)c2cc3c(s2)-c2ccccc2OC3)n1	1	1291	1	-55	2	1.1	20	1	·	6	-7
Cn1ccnc1SCC(=O)Nc1cccc(S(=O)(=O)N2CCCCC2)c1	1.1	1732	8	-1	12	0.9	1	1.1	-1.1	6	8
CC(C(=O)c1ccccc1)n1c(N2CCOCC2)nc2c1c(=O)n(C)c(=O)n2C (stereo not given)	1	1599	2	6	2	1	-9	1.2	-0.33	-4	-4
CC1CCC(C(C)C)C(OC(=O)Cn2c(-c3ccc(F)cc3)[n+](C)c3ccccc32)C1 (stereo not given)	1	1587	0	14	-4	0.9	-9	1.1	-5*	0	6
COc1ccc(OC)c(S(=O)(=O)N2CCC(C(=O)Nc3cccc(C)c3)CC2)c1	1	1677	-1	1	3	0.9	·	1	-0.76	6	14
C/C(=N\OC(=O)c1ccccc1)c1c(C)nc2cc(C)ccn12	1	1597	12	1	4	0.8	-11	0.7	0.61	1	16
O=C(Nc1nnc(C(F)(F)F)s1)c1ccc(N2C(=O)C3C4C=CC(C4)C3C2=O)cc1 (stereo not given)	1.1	1428	1	-4	6	0.9	·	1.1	1	1	7
C=CCn1c(COc2ccccc2)nnc1SC(C)C(=O)N/N=C/c1cc(Cl)ccc1O (stereo not given)	0.9	1592	4	10	-2	0.8	·	1	0.21	0	19
COc1cc(NS(=O)(=O)c2ccc(NC(=O)c3ccc(S(=O)(=O)N4CCCCC4)cc3)cc2)ncn1	1.1	1570	3	-3	-6	0.9	-14	1.1	-1	0	9
Cn1cc(CNC(=O)c2cc(-c3ccc(Br)cc3)nc3ccccc23)cn1	0.9	1617	0	2	7	1	-1	1	-1.1	-4	-4
COc1ccc(S(=O)(=O)N(C)CC(=O)NCc2cccnc2)cc1	0.9	1564	1	6	4	0.8	·	1	0.14	7	20
CCOC(=O)C(NCc1ccc(F)cc1)(NC(=O)c1ccccc1)C(F)(F)F (stereo not given)	1.1	1603	5	8	8	1.1	·	1.1	-0.07	7	-13
COCCN(C(=S)Nc1ccc(C)cc1C)C(C)c1ccco1 (stereo not given)	1	1420	4	8	-7	1	-7	1.1	·	-3	-3
Fc1ccc(Cn2nnc(-c3ccc(CN4CCOCC4)cc3)n2)cc1	1	1409	10	8	-2	1.1	-14	1	·	-3	-6
COc1ccc(OC)c(-n2c(-c3cc(-c4ccco4)[nH]n3)n[nH]c2=S)c1	0.8	1525	11	21	0	0.5	9	0.5	-0.1	0	49
CC(C)NC(=O)Cn1cnc2c1c(=O)n(C)c(=O)n2C	0.9	1724	3	-1	1	0.9	0	1	·	-7	5
Cn1c(CSCc2ccc(Cl)cc2)nnc1SCC(=O)Nc1nccs1	1.1	1662	-3	8	-4	0.9	·	1	·	-3	8
CN(Cc1nc2ccccc2c(=O)[nH]1)CC(O)COCc1ccco1 (stereo not given)	0.9	1512	9	-24	2	0.9	-15	0.9	-0.18	3	12
O=C(Nc1cccc2nsnc12)c1ccc(F)cc1	0.9	1527	-6	10	-5	0.9	5	0.9	0.29	-9	12
Cc1ccc(C)n1-c1ccc(C#N)cn1	1.2	1531	-3	2	-9	1.1	-7	1	0.21	1	-15
Cc1c(NC(=O)CCCCCN2C(=O)C3C4C=CC(C4)C3C2=O)c(=O)n(-c2ccccc2)n1C (stereo not given)	0.9	1751	4	-14	12	0.9	-18	0.9	·	6	10
Cc1c(NC(=O)C(C)N(c2ccccc2)S(C)(=O)=O)c(=O)n(-c2ccccc2)n1C (stereo not given)	1	1263	1	7	-2	1.1	-7	1.1	0.25	3	-7
Cc1cc(C)c2nc(SC(C)C(=O)NCC(=O)Nc3ccc(F)c(F)c3F)cc(C)c2c1 (stereo not given)	1.3	1577	3	-34	9	0.9	-3	1.6	·	5	6
O=C(NCc1ccccc1)Nc1cccn(Cc2c(F)cccc2Cl)c1=O	0.9	1542	6	13	5	0.7	1	0.5	0.49	0	34
O=C(Cn1ccc2ccccc2c1=O)NCCC(=O)N1CCN(c2cccc(Cl)c2)CC1	1	1430	-1	-3	-1	0.9	·	1	0.11	1	10

Fetched by compound from above, 2 records:
SMILES	PMI activator	TR-FRET SRC-2 ct	PPARg SRC1 recr	G6PDH CS	PPARg SRC-2 ag	Diaph act CS	S1P3 antagonist	PMI act satM6P	ROMK mod	PPARg SRC3 recr	Diaphorase inh
CCOC(=O)C(NCc1ccc(F)cc1)(NC(=O)c1ccccc1)C(F)(F)F (stereo not given)	1.1	1603	5	8	8	1.1	·	1.1	-0.07	7	-13
CCCOc1ccc(NC(=O)C2CC(=O)N/C(=N/N=C(C)/C=C/c3ccc(N(C)C)cc3)S2)cc1 (stereo not given)	0.9	1799	7	-9	4	0.8	4	0.9	-0.23	5	23
